MDM2 E3 inh = Mdm2 E3 ligase (human) inhibition | Q00987 | cell-based MDM2 ubiquitination luciferase reporter, 2 h; 0 = plate control, 100 = twice control, blank-subtracted | signal enhancement, % at 5 µM | 210,000 compounds, 0.11% hits;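 active = signal enhancement of 30% or more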;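 also: luminescence tracks abundance of the self-degrading MDM2-luciferase fusion protein; higher signal means inhibition of MDM2 E3 ligase activity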
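Assay system: stable mammalian line carrying autodegrading MDM2–luciferase fusion reporter; Input: 2000 cells in each well; Compound dosing: single-point 5 µM; Schedule: 2 h compound exposure at 37 °C; Signal: SteadyLite luciferase luminescence after 15 min room-temperature reagent incubation; Evaluation: % luminescence enhancement versus blank-corrected plate control mean; Benchmarks: plate controls and plate blanks.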
Wee1 degr inh = inhibitors of human Wee1 degradation | P30291 | HeLa Luc-Wee1K328M stability, luciferase luminescence; 100% = proteasome inhibitor MG132 effect | reporter increase, % at 5 µM | 220,000 compounds, 1.2% hits | AID 1321;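 active = activation above the mean of all tested compounds plus 3 SD, set per screening run, cut at about 8.8% in these data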;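 also: cells exposed to compound for 20 h before luminescence read; 0% = DMSO alone and 100% = MG132 at 30 µM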
Target sequence (P30291 whole entry K328M): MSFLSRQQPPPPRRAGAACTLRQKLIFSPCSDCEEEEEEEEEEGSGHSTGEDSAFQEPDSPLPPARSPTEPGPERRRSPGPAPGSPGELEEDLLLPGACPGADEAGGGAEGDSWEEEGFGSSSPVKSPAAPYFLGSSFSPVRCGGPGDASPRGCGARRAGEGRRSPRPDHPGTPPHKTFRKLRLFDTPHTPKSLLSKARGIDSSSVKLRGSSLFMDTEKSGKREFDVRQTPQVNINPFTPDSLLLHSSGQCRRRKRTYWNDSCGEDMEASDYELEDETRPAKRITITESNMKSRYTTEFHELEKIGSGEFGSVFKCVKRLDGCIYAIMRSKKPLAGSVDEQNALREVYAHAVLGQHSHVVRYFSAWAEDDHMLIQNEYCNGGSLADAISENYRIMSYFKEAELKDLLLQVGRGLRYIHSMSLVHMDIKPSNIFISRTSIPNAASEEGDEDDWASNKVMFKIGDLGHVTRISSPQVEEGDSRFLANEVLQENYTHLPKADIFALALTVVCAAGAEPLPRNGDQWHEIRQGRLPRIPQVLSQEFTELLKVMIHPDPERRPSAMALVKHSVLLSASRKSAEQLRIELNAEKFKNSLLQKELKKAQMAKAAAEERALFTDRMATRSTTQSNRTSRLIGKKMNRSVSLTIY
S1P4 agonist = agonists of human S1P4 receptor; O95977; S1P4-expressing cell line, agonist reporter assay; activation, % at 4.98 µM; 220,000 compounds, 0.35% hits; in the data active = activation above about 11%;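 also: 0% = DMSO vehicle and 100% = reference agonist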
BaF3 parental = reduces parental Ba/F3 cell viability, JAK2V617F counter-screen | 220,000 compounds, 1.1% hits | CellTiter-Glo ATP luminescence | AID 1486 | inhibition, % at 5.6 µM;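 active = inhibition above a per-campaign cutoff, the mean inhibition of all tested compounds plus 3 SD, cut at about 27% in these data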;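 also: 0% = DMSO wells and 100% = JAK Inhibitor I control wells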
S1P4 antag = human S1P4 receptor antagonism | S1P4-expressing cells, antagonist mode, reporter read-out | inhibition, % at 4.98 µM | O95977 | 220,000 compounds, 0.26% hits | AID 1510; in the data active = inhibition above about 29%;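 also: 0% = wells stimulated with agonist and 100% = vehicle wells without agonist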
NPY2 pot ag = human NPY-Y2 potentiation or agonism, primary screen; cells expressing NPY-Y2, potentiator/agonist read-out; activation, % at 3.6 µM; 220,000 compounds, 0.45% hits; AID 1359; in the data active = activation above about 27%;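 also: cells stimulated with NPY near EC25 plus isoproterenol at EC100; 0% = vehicle plus submaximal agonist and 100% = vehicle plus saturating agonist; some results beyond the cut were filed as inactive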
Target sequence (P49146 whole entry, looked up): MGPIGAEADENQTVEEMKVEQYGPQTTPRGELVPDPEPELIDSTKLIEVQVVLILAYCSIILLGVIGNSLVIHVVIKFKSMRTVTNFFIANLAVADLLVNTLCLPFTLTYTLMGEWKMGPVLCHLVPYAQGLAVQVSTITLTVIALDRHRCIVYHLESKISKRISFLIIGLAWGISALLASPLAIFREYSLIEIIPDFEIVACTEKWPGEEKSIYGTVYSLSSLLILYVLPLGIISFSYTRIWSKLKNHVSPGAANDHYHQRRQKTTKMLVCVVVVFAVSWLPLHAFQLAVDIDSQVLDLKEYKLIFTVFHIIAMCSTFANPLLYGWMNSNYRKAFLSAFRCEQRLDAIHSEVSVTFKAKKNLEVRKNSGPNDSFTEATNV
Ba/F3 V617F tox = reduce viability of Ba/F3 cells dependent on JAK2V617F. 220,000 compounds, 1.1% hits. inhibition, % at 5.6 µM. AID 1446. Ba/F3 EpoR-JAK2V617F viability, ATP luminescence;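 active = inhibition above the campaign mean plus 3 SD over all tested compounds, cut at about 24% in these data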;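 also: cytokine-independent growth of Ba/F3 cells driven by EpoR plus mutant JAK2; 0% = DMSO-treated cells and 100% = JAK inhibitor I control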
eIF4E 4G PPI = inhibitors of eIF4E and eIF4G interaction in translation initiation; P63073+Q04637; TR-FRET eIF4E-eIF4GI(517-606) binding, 2 h; inhibition, % at 21.7 µM; 220,000 compounds, 0.37% hits;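 active = inhibition above about 30%, limit read from the data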;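 also: 0% = full FRET control wells and 100% = background wells lacking eIF4GI fragment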
PERK inh = inhibitors of human PERK kinase | CHO PERK-DD fusion, SEAP luminescence translation reporter | inhibition, % at 5.6 µM | AID 1416 | Q9NZJ5 | 220,000 compounds, 0.17% hits;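 active = inhibition above the mean inhibition of all tested compounds plus 3 SD, set separately per screening campaign, cut at about 2.9% in these data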;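 also: PERK kinase domain activated by AP20187 dimerizer at 100 nM; 0% = DMSO with dimerizer and 100% = rapamycin at 8.4 µM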
Active calls of the source: *; x = not tested or not shown; [ ] = remark or other dose. Hits appear at their usual frequency. Share with any hit: about 4.1%.

SMILES | MDM2 E3 inh | Wee1 degr inh | S1P4 agonist | BaF3 parental | S1P4 antag | NPY2 pot ag | Ba/F3 V617F tox | eIF4E 4G PPI | PERK inh
Cc1cc(C(=O)NC(C)C2CCCO2)no1 (stereo not drawn) | 1 | 2 | 0.1 | 2 | -28 | -22 | 5 | 3 | 0.3
CCN(CC)C(=O)Cn1cnc2ccccc2c1=O | -3 | 3 | 0.2 | 1 | -12 | -7 | -1 | -3 | -0.3
CCN(CC)C(=O)c1ccccc1NC(=O)c1ccccc1 | -16 | 0 | 0.1 | 1 | -5 | 11 | -4 | 0 | 0.0
O=C(CSc1cccc[n+]1[O-])c1ccc(Cl)cc1 | -11 | -3 | -0.6 | -1 | -1 | 7 | 0 | 2 | 1.4
O=C(CCN1C(=O)C2C3C=CC(C3)C2C1=O)Nc1c(F)cc(F)cc1Br (stereo not drawn) | -9 | 5 | 1.5 | 8 | -4 | -6 | 6 | -4 | 0.6
COc1c(C)cccc1C(=O)Nc1cc(Cl)ccc1N1CCOCC1 | -17 | 3 | -0.3 | 6 | 6 | -32 | 1 | -1 | 0.9
COc1ccc(N(C)S(=O)(=O)c2cccc(C(=O)NC3CCCCC3C)c2)cc1 (stereo not drawn) | -15 | -1 | 0.1 | 4 | 6 | -7 | -2 | -1 | 0.0
CN(CC1CCCO1)S(=O)(=O)c1ccc(C(=O)Nc2ccc3c(c2)OCO3)cc1 (stereo not drawn) | -90 | -1 | -2.5 | 8 | -5 | -16 | 6 | 2 | 0.3
COc1ccc(CCN=c2c([N+](=O)[O-])nn(-c3cccc(C)c3)n2O)cc1OC | -9 | -1 | -0.7 | 6 | -11 | -2 | 0 | 3 | 1.0
CCOC(=O)CNC(=O)C12CC3CC(CC(C3)C1)C2 | 0 | 2 | 0.5 | 2 | -2 | 7 | 2 | -7 | 1.2
Cc1nn(Cc2nnc(SCC(=O)Nc3cccc(C(F)(F)F)c3)n2C)c(C)c1[N+](=O)[O-] | -5 | 2 | 56* | -2 | 13 | 10 | -2 | -4 | -1.7
CCCC(=O)Nc1sc(Cc2ccccc2)c(C)c1C(N)=O | -9 | 0 | 2.6 | 10 | 3 | 2 | 4 | 2 | 0.2
Cc1nnn(C23CC4CC(CC(C4)C2)C3)n1 | 1 | -1 | -3.0 | -2 | -12 | 15 | -4 | -11 | 0.6
Cc1cc(OCCCn2ccnc2)cc(C)c1Cl | -8 | 1 | 0.3 | 5 | -18 | 1 | 0 | 9 | 0.3
C=CCSc1nnc(NC(=O)c2ccc(NC(C)=O)cc2)s1 | -9 | 0 | 2.2 | 2 | 7 | -4 | -1 | 3 | 0.4
CC(=O)c1cccc(NC(=O)NCc2ccco2)c1 | -6 | -2 | -0.3 | 3 | -4 | 5 | -2 | -2 | 1.3
Cc1cc2c(s1)c1cnn(CC(=O)NCCc3ccccc3)c(=O)c1n2C | 6 | 0 | 1.0 | 7 | -15 | 6 | -2 | 5 | -0.3
O=C(Nc1ccon1)c1ccc(N2CCCCC2)c([N+](=O)[O-])c1 | -13 | 8 | 0.5 | 1 | 15 | -18 | -1 | -1 | -0.2
CC(=O)NCC1CCCN(Cc2cn(-c3ccccc3F)nc2-c2cc(C)sc2C)C1 (stereo not drawn) | 2 | -4 | 0.9 | 5 | -9 | -13 | 0 | 2 | -0.5
CCOC(=O)C1(Cc2cccc(F)c2)CCN(Cc2ccon2)CC1 | -21 | -2 | 0.6 | 2 | -6 | -13 | 2 | 3 | 1.0
COc1ccc(-n2c(Cc3cccn3C)nnc2SCC(=O)Nc2ccc(C(C)=O)cc2)cc1 | -31 | -1 | 0.3 | 4 | 0 | 18 | -2 | -2 | -0.1
O=C(CSc1nc(O)c(C2CCCCC2)c(=O)[nH]1)NCC1CCCO1 (stereo not drawn) | -11 | 0 | 0.2 | 2 | -6 | 13 | -2 | 1 | 1.0
Cc1cccc(NC(=O)c2cccc(C(F)(F)F)c2)c1 | -8 | 0 | 0.4 | 7 | 10 | -20 | 4 | 2 | 1.6
CCOC(=O)c1cc(-c2ccccc2)n(CC(=O)Nc2cccc(OC)c2)c1C | -11 | 2 | 2.0 | 8 | -11 | 14 | -1 | 0 | 0.1
O=C(CSc1ncc(-c2ccc(F)cc2)[nH]1)Nc1cccc(O)c1 | -15 | -3 | 1.9 | 5 | -15 | -2 | -1 | x | 0.8

Record cards, from the list above. Order of screens: MDM2 E3 inh | Wee1 degr inh | S1P4 agonist | BaF3 parental | S1P4 antag | NPY2 pot ag | Ba/F3 V617F tox | eIF4E 4G PPI | PERK inh
Record of C=CCSc1nnc(NC(=O)c2ccc(NC(C)=O)cc2)s1 → -9 | 0 | 2.2 | 2 | 7 | -4 | -1 | 3 | 0.4
Record of O=C(CCN1C(=O)C2C3C=CC(C3)C2C1=O)Nc1c(F)cc(F)cc1Br (stereo not drawn) → -9 | 5 | 1.5 | 8 | -4 | -6 | 6 | -4 | 0.6
Record of Cc1cc(OCCCn2ccnc2)cc(C)c1Cl → -8 | 1 | 0.3 | 5 | -18 | 1 | 0 | 9 | 0.3

Next section
SMILES | MDM2 E3 inh | Wee1 degr inh | S1P4 agonist | BaF3 parental | S1P4 antag | NPY2 pot ag | Ba/F3 V617F tox | eIF4E 4G PPI | PERK inh
Cc1ccccc1-c1nc(-c2ccc(NC(=O)c3ccc(Br)o3)cc2)no1 | x | 3 | -0.7 | 8 | -6 | 3 | -1 | 3 | 1.7
COc1ccc2oc(-c3ccc(C)c(NC(=O)c4ccc(N5CCOCC5)c([N+](=O)[O-])c4)c3)nc2c1 | -6 | 2 | -3.5 | -2 | -12 | 3 | -2 | -1 | -0.3
O=C(O)C(Cc1ccc(O)cc1)N1C(=O)C2CCCCC2C1=O (stereo not drawn) | -19 | 2 | 0.8 | -1 | -1 | -2 | 5 | -5 | -0.6
O=S(=O)(c1ccc(-c2nnc(SCc3nnc(-c4ccccc4)o3)o2)cc1)N1CCCC1 | 1 | 0 | 0.3 | 2 | 2 | 0 | 4 | -7 | 0.6
Cc1ccc(N2CC(C(=O)N/N=C/c3cccc([N+](=O)[O-])c3)CC2=O)cc1 (stereo not drawn) | -30 | 3 | 2.9 | 2 | -24 | -13 | -5 | -8[fluorescence artefact?] | 0.8
Cc1n[nH]c(=S)n(NC(=O)/C=C/C(=O)Nn2c(=S)[nH]nc(C)c2=O)c1=O | 0 | -2 | 0.9 | 3 | 0 | 14 | 2 | 5 | 0.2
O=C(COC(=O)C1(c2ccccc2F)CCCC1)NC1CCS(=O)(=O)C1 (stereo not drawn) | -17 | -2 | -1.6 | 11 | -4 | -16 | 10 | 1 | 0.2
CCCc1cc(=O)[nH]c(SCC(=O)N2CCN(S(=O)(=O)c3ccccc3)CC2)n1 | -2 | 2 | -0.2 | 1 | -1 | 0 | -3 | 1 | 0.5
COc1ccc(CCC(=O)Nc2cc(S(C)(=O)=O)ccc2Cl)cc1 | 3 | 0 | 0.7 | 3 | -6 | 4 | 2 | 2 | 0.7
Cc1nn(S(=O)(=O)c2ccc([N+](=O)[O-])cc2)c(C)c1Sc1ccccc1 | x | 2 | -0.6 | 3 | -16 | -5 | -3 | x | 1.6
Cc1cc(NC(=O)CSc2nc3ccccc3n2CC(=O)N2CCC(C)CC2)no1 | -9 | -3 | -0.1 | 0 | -10 | -14 | 0 | -6 | -1.3
COc1cc(CNc2ccccc2Oc2cc(=O)n(C)c(=O)n2C)cc(OC)c1OC | 2 | -1 | 1.6 | 6 | -3 | -36 | 0 | 1[fluorescence artefact?] | -0.6
CC(C)(C)NC(=O)C(c1ccco1)N(Cc1ccc2c(c1)OCO2)C(=O)Cn1nnc2ccccc21 (stereo not drawn) | -24 | -2 | -0.5 | 3 | 11 | -13 | 5 | -1 | -0.9
COc1ccc(OC2C(=O)N(CCc3ccc(OC)c(OC)c3)C2c2ccc3c(c2)OCO3)cc1 (stereo not drawn) | -9 | 1 | -1.5 | 0 | 4 | -27 | -1 | 0 | -1.0
O=C(Cc1ccccc1)NC(=S)Nc1cc(C(F)(F)F)ccc1Cl | -27 | -2 | 2.0 | 4 | -2 | -29 | 0 | 0 | 0.3
CCc1ccc(N(C(=O)c2csnn2)C(C(=O)NCc2ccccc2)c2ccco2)cc1 (stereo not drawn) | -11 | -1 | 0.0 | 1 | -14 | 5 | 0 | 9[fluorescence artefact?] | 0.1
O=S(=O)(Oc1ccccc1N1CCCCC1)c1ccccc1 | -8 | -2 | 1.1 | 0 | -10 | -19 | -2 | 3 | -0.6
COc1ccc2c(c1)c1nnc(SCC(=O)N3CCCCC3C)nc1n2C (stereo not drawn) | -16 | 3 | 1.6 | 3 | -9 | 12 | -1 | -8 | -0.3
CS(=O)(=O)c1sc(C#N)c2c1C(=O)CC(c1ccccc1)C2 (stereo not drawn) | -19 | 1 | 0.0 | 92* | 15 | 3 | 99* | -1 | 1.1
COc1cc(-c2nc(-c3cccc(C(F)(F)F)c3)no2)cc(OC)c1OC | -16 | 1 | -0.1 | 1 | -1 | 14 | -4 | 3 | 1.4
CCCCOc1ccccc1P(=O)(O)CP(=O)(c1ccccc1)c1ccccc1 | -9 | 2 | -0.3 | 3 | -2 | -12 | -2 | -4 | -0.5
O=C(Nc1cccc(C(=O)O)c1)/C(=C/c1ccc([N+](=O)[O-])cc1)NC(=O)c1ccccc1 | 1 | -3 | -1.3 | 8 | -2 | -6 | 0 | -2 | 0.4
Nc1nc(-c2ccccc2)c(C(=O)Nc2ccccc2)s1 | -7 | -3 | 2.3 | 7 | -5 | -12 | -2 | -8 | 0.4
C=CCSc1nnc(CCCCCN2C(=O)c3cccc4cccc(c34)C2=O)o1 | 5 | 4 | -0.2 | 3 | -33 | -20 | -2 | 8 | -0.1
COc1ccccc1N=C1SC(C(=O)Nc2cccc(Cl)c2Cl)C(N)=C1C(N)=O (stereo not drawn) | 2 | 5 | 0.6 | -1 | 10 | 38 | -2 | 6 | -0.4
Further results:
SMILES | MDM2 E3 inh | Wee1 degr inh | S1P4 agonist | BaF3 parental | S1P4 antag | NPY2 pot ag | Ba/F3 V617F tox | eIF4E 4G PPI | PERK inh
COc1ccccc1OCC(=O)OCC(=O)NCCN1C(=O)CSC1=O | 6 | -4 | 2.6 | 5 | -12 | 8 | 2 | 3 | 0.8
CCCC(=O)OCC(=O)Nc1ccc([N+](=O)[O-])cc1C#N | 8 | -1 | 1.1 | -2 | -3 | -10 | -1 | 5 | 1.9
CCOC(=O)N1CCN(C(=O)c2ccc3c(=O)n(Cc4ccc(Cl)cc4)c(=S)[nH]c3c2)CC1 | -2 | -4 | 2.4 | 6 | -33 | -6 | 4 | -5 | 0.9
Cc1ccc(NC(=O)c2cc3c(s2)CCC3)cc1S(=O)(=O)N1CCOCC1 | -1 | -2 | 0.0 | 4 | -2 | 8 | 1 | 2 | -1.1
CC1CN(C(=S)c2cccc([N+](=O)[O-])c2)CC(C)O1 (stereo not drawn) | 2 | -2 | 2.2 | 3 | -11 | -4 | 2 | 4 | 0.7
CCOC(=O)c1nnn(CC(=O)N2N=C(c3cc(C)ccc3C)CC2c2ccc(OC)cc2)c1C(=O)OCC (stereo not drawn) | -1 | 4 | -3.3 | 9 | -9 | -7 | -1 | 2[fluorescence artefact?] | -0.1

From PubChem
